MEX-5 binding = MEX-5 zinc finger RNA-binding disruptors – biochemical, C. elegans, fluorescence polarization, MLPCN library, primary screen; MEX-5/FITC-TCR2 RNA binding; hits give low values; activity score (negative = inhibition of binding), % at 10 µM; hit rate 0.38% among 300,000; Zinc finger protein mex-5 (Caenorhabditis elegans), Q9XUB2;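 active means inhibition past about -25% in most replicates, and total fluorescence under double the plate's negative control median, limit read from the data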;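 further: 0% = DMSO and -100% = 5 µM competing unlabeled TCR2 RNA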
GSTO1 inh = inhibitors of recombinant GSTO1, primary screen, counter-screen for RBBP9 inhibitor project, biochemical, fluorescence polarization. Glutathione S-transferase omega-1 (Homo sapiens), P78417. activity-based probe fluorescence polarization. inhibition, % at 5.96 µM. hit rate 1.1% among 300,000;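 active means inhibition above the campaign mean inhibition plus 3 SD, cut at about 35% in these data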;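 further: 0% = GSTO1-1 with DMSO and 100% = wells lacking GSTO1-1 enzyme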
PME-1 primary = PME-1 inhibitors via competitive probe labeling, primary screen, biochemical, fluorescence polarization, FP-Rh probe, HTS; inhibition, % at 5.9 µM; recombinant PME-1; hit rate 0.53% among 320,000; AID 2130, 2009; Protein phosphatase methylesterase 1 (Homo sapiens), Q9Y570;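 active means inhibition above the campaign mean of all compounds plus 3 SD, cut at about 26% in these data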;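 further: competitive labeling of PME-1 active site by serine hydrolase directed probe; 0% = PME-1 with DMSO and 100% = wells lacking PME-1 enzyme; inhibitors block probe labeling so polarization falls and inhibition rises; many of its hits are not listed in these tables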
PAD4 inh = human PAD4 inhibitors, primary screen, biochemical, fluorescence polarization, 1536-well format. Protein-arginine deiminase type-4 (Homo sapiens), Q9UM07. recombinant PAD4, RCA probe fluorescence polarization. inhibition, % at 6.36 µM. hit rate 0.41% among 330,000;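 active means percent inhibition above a cutoff equal to the mean of all tested compounds plus 3 SD, cut at about 15% in these data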;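 further: 0% = PAD4 with RCA probe and DMSO and 100% = probe without PAD4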
Target sequence (Q9UM07 whole entry, looked up): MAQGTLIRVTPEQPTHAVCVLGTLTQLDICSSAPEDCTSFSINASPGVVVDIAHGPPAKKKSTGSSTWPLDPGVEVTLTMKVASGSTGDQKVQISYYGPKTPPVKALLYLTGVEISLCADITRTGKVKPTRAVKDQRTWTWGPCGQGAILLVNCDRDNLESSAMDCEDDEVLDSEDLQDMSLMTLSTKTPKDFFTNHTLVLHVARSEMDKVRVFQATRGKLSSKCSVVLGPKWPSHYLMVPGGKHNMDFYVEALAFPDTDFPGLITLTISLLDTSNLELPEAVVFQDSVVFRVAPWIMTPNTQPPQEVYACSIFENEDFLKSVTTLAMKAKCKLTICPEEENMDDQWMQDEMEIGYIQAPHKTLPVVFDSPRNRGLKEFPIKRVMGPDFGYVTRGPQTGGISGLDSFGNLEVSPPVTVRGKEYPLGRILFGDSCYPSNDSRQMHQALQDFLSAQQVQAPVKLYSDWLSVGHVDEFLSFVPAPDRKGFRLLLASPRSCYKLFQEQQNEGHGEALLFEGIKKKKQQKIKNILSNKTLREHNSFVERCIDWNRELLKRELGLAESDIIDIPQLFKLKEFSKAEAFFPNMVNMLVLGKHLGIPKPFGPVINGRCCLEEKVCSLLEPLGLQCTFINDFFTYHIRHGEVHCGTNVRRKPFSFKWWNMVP
TPT1 inh = Candida albicans TPT1 enzyme inhibitors, primary screen, biochemical, fluorescence polarization; recombinant caTPT1, FP RNA substrate dephosphorylation; AID 1962, 2009; hit rate 0.81% among 300,000; tRNA 2'-phosphotransferase TPT1 (Candida albicans SC5314); inhibition, % at 5 µM;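 active means inhibition above the mean of all tested compounds plus 3 SD, set per screening campaign, cut at about 24% in these data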;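 further: plate controls were DMSO alone for no effect and ferristatin control at 100 nM for full effect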
Fam108B inh = mouse Fam108B serine hydrolase inhibitors, primary screen, counter-screen for RBBP9 inhibitor project, biochemical, fluorescence polarization | recombinant Fam108B, FP-Rh probe fluorescence polarization | inhibition, % at 9.51 µM | hit rate 0.33% among 300,000 | AID 1947, 2009;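 active means inhibition above the screen mean inhibition plus 3 SD, computed separately per campaign, cut at about 18% in these data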;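 further: inhibitors lower polarization as less probe binds the enzyme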
GLD-1 TGE inh = GLD-1/TGE RNA complex disruptors, primary screen, biochemical, fluorescence polarization | Female germline-specific tumor suppressor gld-1 (Caenorhabditis elegans), Q17339 | purified GLD-1 + fluorescein TGE RNA | inhibition, % at 5.96 µM | hit rate 0.44% among 320,000 | AID 2280, 2010;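 active means percent inhibition above a per-plate cutoff, the plate mean of test compounds plus 3 SD, cut at about 30% in these data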;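 further: 0% = DMSO wells with GLD-1 and probe and 100% = wells lacking GLD-1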
Bcl-xL primary = inhibitors of human Bcl-xL, primary screen, biochemical, fluorescence polarization, HTS; GST-Bcl-xL / FITC-Bim BH3 peptide fluorescence polarization; inhibition, % at 10.9 µM; hit rate 0.7% among 320,000; AID 2129, 2009;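 active means inhibition above the mean of all tested compounds plus 3 SD, cutoff set per campaign, cut at about 30% in these data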;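 further: 0% = DMSO wells and 100% = unlabeled Bim-BH3 peptide competitor; inhibitors lower millipolarization by displacing the labeled peptide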
MCL1-BIM inh = inhibitors of MCL1 binding to BIM-BH3, primary screen, biochemical, fluorescence polarization; inhibition, % at 10.9 µM; GST-MCL1 / FITC-Bim-BH3 fluorescence polarization; hit rate 0.68% among 320,000; AID 2057, 2009; Induced myeloid leukemia cell differentiation protein Mcl-1 (Homo sapiens), Q07820;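 active means inhibition above the mean inhibition of all tested compounds plus 3 SD, set per campaign, cut at about 40% in these data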;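 further: 0% = DMSO wells and 100% = unlabeled Bim-BH3 peptide control; higher means more loss of mP so more displacement of Bim peptide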
Target sequence (Q07820 whole entry, looked up): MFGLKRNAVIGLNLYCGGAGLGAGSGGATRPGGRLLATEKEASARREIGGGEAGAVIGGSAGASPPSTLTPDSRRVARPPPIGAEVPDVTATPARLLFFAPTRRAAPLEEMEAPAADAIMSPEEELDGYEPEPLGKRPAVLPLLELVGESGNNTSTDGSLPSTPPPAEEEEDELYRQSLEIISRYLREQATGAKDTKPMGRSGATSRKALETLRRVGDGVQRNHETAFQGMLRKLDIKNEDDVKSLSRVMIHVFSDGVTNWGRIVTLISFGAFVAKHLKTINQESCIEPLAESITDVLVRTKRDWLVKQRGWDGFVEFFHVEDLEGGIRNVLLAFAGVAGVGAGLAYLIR
Numbers without * were called inactive; · = not tested or not shown.

SMILES | MEX-5 binding | GSTO1 inh | PME-1 primary | PAD4 inh | TPT1 inh | Fam108B inh | GLD-1 TGE inh | Bcl-xL primary | MCL1-BIM inh
COc1cccc(C(=O)Oc2c(CN3CCOCC3)cc(Cl)c3cccnc23)c1 | -1.4 | 1 | -6 | 0 | 0 | 5 | 1 | 7 | 11
Cn1c(=O)[nH]c(=O)c2c1nc(NCCCn1ccnc1)n2CCOc1ccccc1 | 1.4 | 1 | -4 | 3 | -6 | -7 | 4 | 1 | 7
Cc1cc(NC(=O)c2cccc(Br)c2)n[nH]1 | 3.0 | -2 | 4 | -2 | -4 | 1 | -6 | -2 | -5
C/C(=N\NC(=O)c1c[nH]c2ccccc12)c1ccccn1 | -2.4 | 10 | 4 | 0 | -6 | -3 | -4 | 6 | 7
Cc1sc2ncn(CC(=O)N3CCN(c4ccccc4F)CC3)c(=O)c2c1S(=O)(=O)N1CCOCC1 | 3.1 | 6 | -1 | -3 | -2 | 3 | 8 | 11 | 10
CCN(CC(=O)Nc1c(C(=O)OC)[nH]c2ccc(C)cc12)c1ccc2c(c1)OCO2 | -0.1 | 20 | 17 | -3 | -4 | 7 | 14 | 14 | 7
COc1ccc(C)cc1NC(=O)c1cc2ccccc2o1 | -0.6 | -1 | -4 | 1 | 0 | -3 | 11 | 4 | 4
Cc1cc(OC(=O)c2ccc(C(F)(F)F)cc2)c([N+](=O)[O-])c(=O)[nH]1 | -3.4 | 1 | 5 | 1 | 0 | 4 | 4 | 4 | 8
CC1CCCC(C)N1c1ccc(S(=O)(=O)N2CCOCC2)cc1Cl (configuration not stated) | 2.6 | 1 | -2 | -2 | -3 | 3 | -3 | -2 | -4
Cc1nn(CC(O)Cn2cnc3c2c(=O)n(C)c(=O)n3C)c(C)c1Br (configuration not stated) | -1.1 | 4 | 2 | -4 | 2 | -1 | -7 | 3 | 3
CC1=CC(C)(C)N2C(=O)C3(SCC(=O)N3c3ccc(O)cc3)c3cc(C)cc1c32 (configuration not stated) | 1.4 | -7 | 0 | -6 | 0 | 4 | 4 | 2 | 9
COc1cc(OC)cc(C(=O)Nc2ncc3c(n2)CC(C)CC3=O)c1 (configuration not stated) | -1.9 | -4 | 0 | -4 | 1 | 2 | -14 | -4 | -4
CCOC(=O)C1CCN(CC(=O)NC(=O)NC2CCCCC2)CC1 | -3.6 | 12 | 8 | -4 | 1 | -4 | 2 | 2 | -2
CC1(C)CC(NNCCC#N)=CC(=[N+]2CCCC2)C1 | 8.4 | 5 | -7 | -5 | 49* | -5 | -48 | -31 | -43
Cc1cccc(C)c1NC(=O)C1(N(Cc2ccco2)C(=O)c2ccccn2)CCCC1 | 2.3 | 1 | -3 | -2 | 4 | 0 | 3 | 3 | 7
O=C(COC(=O)CNC(=O)C1CCCCC1)Nc1ccc(Cl)cn1 | -2.3 | -1 | -4 | 1 | 4 | -3 | 2 | -4 | -7
CCOC(=O)N1CCN(C(=O)C2CCN(C(=O)c3cc(OC)cc(OC)c3)CC2)CC1 | 1.5 | 1 | -5 | 2 | -1 | -6 | 1 | 1 | 0
CCOC(=O)N1CCC(NC(=O)CCS(=O)(=O)c2ccc3c(c2)CCN3C(C)=O)CC1 | 2.4 | -7 | -1 | 2 | -8 | 2 | -4 | 4 | 0
Cc1c(C(=O)N(C)C2CCCCC2)sc2ncnc(N3CCN(c4ccccc4)CC3)c12 | -0.2 | 1 | 3 | -3 | -4 | 0 | -2 | 4 | -2
CCCCn1c(-c2cccnc2)n[nH]c1=S | 3.6 | -7 | 1 | -5 | 1 | 4 | 6 | -7 | -4
CC1=C(C(=O)N(C)C)C(c2ccc(C)s2)NC(=S)N1 (configuration not stated) | -0.1 | -2 | 1 | -4 | 3 | 2 | -3 | 4 | 6
CCOC(=O)C(=O)Nc1ccccc1C(=O)NC(C)C | -0.1 | 3 | -2 | -3 | 2 | 1 | 5 | 3 | 2
COC(=O)C1CCN(C(=O)N2CCOCC2)CC1 | 1.8 | 6 | -3 | -4 | -1 | 1 | 3 | 5 | -3
O=C(CSc1nnnn1C1CCCC1)Nc1ccc2c(c1)OCCO2 | -2.7 | 10 | 0 | -4 | -2 | -3 | 7 | -2 | 4
Cc1ccc2c(c1)C1OCCC1C1N2C(=O)C2C(C(=O)O)C3C=CC21O3 (configuration not stated) | -2.3 | -6 | -3 | 1 | 4 | 1 | 3 | -5 | -3
O=C(COC(=O)c1ccccc1Nc1ccccc1)NCc1ccccc1Cl | · | 2 | -1 | -4 | 0 | 0 | -3 | 1 | -5
Cc1ccc(N(CC(N)=O)C2SC(=O)N(Cc3cccc(C(=O)O)c3)C2=O)cc1 (configuration not stated) | 0.7 | 7 | 8 | -2 | -1 | -4 | 2 | 10 | 9
Cc1cccc(N2C(=O)N3[C@H](c4ccc(Br)cc4)[C@@H]4C(=O)N(C(C)(C)C)C(=O)[C@@H]4[C@]3(Cc3ccc(Cl)cc3)C2=O)c1 | 2.3 | 22 | -13 | -3 | -1 | -4 | -7 | 2 | 1
Cn1c(=O)c2c(ncn2CC(=O)OCC(=O)Nc2sccc2C(N)=O)n(C)c1=O | 1.5 | 6 | 0 | -5 | 4 | 1 | 4 | -2 | -19
CCOC(=O)C1CCN(c2c(N(C)Cc3ccco3)c(=O)c2=O)CC1 | 0.5 | 2 | -2 | 1 | -2 | 2 | 6 | 0 | 1
CC(=O)N1c2ccc(S(=O)(=O)NCC3CCC(C(=O)N(C)Cc4ccccc4)CC3)cc2CC1C (configuration not stated) | 1.0 | 20 | 0 | -4 | 0 | -2 | 0 | -2 | -5
Cc1cc(C)n2cc(CSc3ccccn3)nc2n1 | -0.7 | 4 | 0 | -1 | 0 | -3 | -6 | -2 | -5
Cc1ccc(C)c(CSc2nnc(-c3cccnc3)o2)c1 | -0.7 | 2 | -3 | 0 | -3 | 6 | -1 | 0 | 6
COC(=O)c1cc(OC)c(OC)cc1NC(=O)c1ccccc1C | -2.3 | 5 | -3 | 0 | -4 | 0 | 7 | 7 | 1
CCN(CC(=O)Nc1ccc2c(c1)OCCO2)C(=O)c1ccc([N+](=O)[O-])s1 | · | · | -1 | 1 | · | · | 5 | 9 | 11
COc1ccccc1-c1nnc(SCC(=O)NC2CC2)n1C | · | · | 2 | -6 | · | · | 6 | 0 | -2
C#CCNC(=O)C1=C[C@@H](c2ccc(C(F)(F)F)cc2)[C@H](CCCO)[C@@H](OCC)O1 | -0.1 | 2 | 1 | 0 | 1 | -2 | 4 | 5 | 1
COc1ccc(Cl)cc1NC(=O)c1ccco1 | · | -1 | 4 | -4 | -3 | -8 | -1 | 5 | 16
Nc1c(C(=O)OCC(=O)NCc2ccccc2)[nH]c(=O)[nH]c1=O | -0.7 | 19 | 3 | -11 | -3 | 4 | 2 | 1 | -3
CC(=O)c1ccccc1NS(C)(=O)=O | -1.3 | 3 | 4 | -2 | 1 | -2 | 5 | 6 | 13
O=C(c1ccc(S(=O)(=O)N2CCCCC2)cc1)N1CCN(CCN2C(=O)c3cccc4cccc(c34)C2=O)CC1 | -1.2 | -1 | 4 | -6 | -2 | 3 | 1 | 4 | 4
O=C(O)/C=C/c1cccc2c1OCCO2 | -3.2 | 16 | 5 | -5 | -6 | 4 | 6 | 3 | 11
O=C(O)c1ccc(COc2ccc(/C=N/NC(=O)c3cccs3)cc2)cc1 | · | -6 | -9 | -4 | -3 | 0 | 2 | -7 | -6
CCN(CC)CCNC(=O)Cn1ncc2ccccc2c1=O | -5.4 | 4 | -2 | 0 | -4 | 3 | 8 | 5 | -2
CN(C)c1ccc(CN(C(=O)COc2ccc(F)cc2)C2CCS(=O)(=O)C2)cc1 (configuration not stated) | 0.8 | 4 | 4 | -1 | -3 | 0 | 4 | 8 | 8
CCc1ccccc1NC(=O)CN(C)S(=O)(=O)c1ccc(-c2ccc(=O)[nH]n2)s1 | 0.9 | -3 | -9 | -1 | 0 | -4 | -1 | -2 | -4
CC(NC(=O)c1ccccc1O)c1ccccc1 (configuration not stated) | -7.4 | 5 | -1 | 2 | -2 | 2 | 6 | 0 | -1
O=C(c1cccn2c(=O)c3cc(Cl)ccc3nc12)N1CCOCC1 | -1.8 | 7 | -4 | 1 | 1 | 0 | 9 | -3 | -2
O=C(COC(=O)CCc1c[nH]c2ccccc12)NCc1ccc(Cl)cc1 | 1.9 | 6 | 5 | -1 | -2 | -1 | -2 | 7 | 2
Cc1ccc(C(=O)N2CCC(C(N)=O)CC2)cc1C | -0.3 | -1 | 2 | 0 | 1 | -2 | 0 | 2 | 5
COc1cccc(C(=O)N/N=C(/CCC(=O)O)c2ccccc2)c1 | 0.2 | 3 | -2 | 1 | 2 | -3 | 7 | 1 | -6
O=[N+]([O-])c1ccc(NCCCN2CCOCC2)c([N+](=O)[O-])c1 | -0.3 | 6 | -5 | -1 | -2 | 3 | -6 | 3 | 2
CC1(c2nnc(-c3cccc(Cl)c3)o2)CC(c2ccccc2Br)=NO1 (configuration not stated) | 1.4 | 1 | 2 | 1 | -4 | -4 | 6 | 1 | 0
NNC(=O)c1sc2nc(N3CCOCC3)c3c(c2c1N)CCCC3 | 1.1 | 24 | 21 | 5 | 2 | 6 | 0 | 5 | 4
CC(=O)N1CCN(S(=O)(=O)c2ccc3c(c2)CC(=O)N3)CC1 | · | · | 6 | -8 | · | · | -3 | 5 | 6
Cc1cccc(C)c1OCC(=O)Nc1cc(Cl)ccc1-n1cncn1 | -2.1 | 4 | 2 | -6 | 0 | 2 | 6 | 2 | 2
Cc1cc(-c2nnc(CCC(=O)NC(C)c3ccc(F)cc3)o2)no1 (configuration not stated) | -1.1 | 1 | -7 | -1 | 0 | 2 | 0 | 2 | 2
Cc1ccc(C(=O)NNC(=S)NCC2CCCO2)cc1[N+](=O)[O-] (configuration not stated) | -4.8 | 0 | -6 | -1 | 0 | 2 | 1 | -1 | 4
CN1C(=O)[C@@H]2C[C@@]3([C@@]45C[C@H]6C(=O)N(C)[C@@H](Cc7ccccc7)C(=O)N6[C@@H]4Nc4ccccc45)c4ccccc4N[C@H]3N2C(=O)[C@@H]1Cc1ccccc1 | -0.4 | 7 | -2 | 0 | -6 | 3 | -2 | 5 | 11
O=C(OCC(=O)N1CCCC1=O)c1cccc(S(=O)(=O)N2CCOCC2)c1 | -1.8 | 2 | 6 | 1 | 2 | 1 | 3 | 4 | 7
CS(=O)(=O)N(CC(=O)N1CCN(c2cccc(Cl)c2)CC1)C1CCCCC1 | -3.3 | 0 | -3 | 3 | -7 | 2 | 4 | 6 | 2
COc1ccc(N(CC(=O)Nc2ccccc2C(=O)NCCc2ccccc2)S(C)(=O)=O)cc1OC | -0.9 | -3 | 1 | -3 | -1 | -2 | 3 | 6 | 8

Screening results (PubChem)

A portion of the library, so the mix of outcomes need not match the whole.
